High-throughput results from PubChem BioAssay.
Growth percent in the NCI-60 one-dose screen (48 h, 10 µM unless noted): 100 = growth as untreated, 0 = no growth, -100 = all killed.
SW-620: SW-620 colon cancer. hit rate 5.2% among 82,000. AID 1794795
NCI-H226: NCI-H226 lung cancer | hit rate 3.5% among 79,000 | AID 1794732
NCI-H322M: NCI-H322M lung cancer. hit rate 2.7% among 80,000
COLO 205: COLO 205 colon cancer | hit rate 7.3% among 79,000 | AID 1794742
NCI-H460: NCI-H460 lung cancer; hit rate 6.8% among 82,000; AID 1794736
NCI-H522: NCI-H522 lung cancer. hit rate 8% among 78,000. AID 1794739
HT29: HT29 colon cancer. hit rate 7.4% among 81,000
HCT-15: HCT-15 colon cancer. AID 1794746. hit rate 5.2% among 82,000
NCI-H23: NCI-H23 lung cancer; hit rate 4% among 80,000; AID 1794731
* hit, by the source's call; x = not tested or not shown; [ ] = dose if it differs, or a comment. Rule for the calls: active = growth percent below 10; inactive = the rest.

SMILES	SW-620	NCI-H226	NCI-H322M	COLO 205	NCI-H460	NCI-H522	HT29	HCT-15	NCI-H23
CO[C@H](C(=O)[C@@H](O)[C@@H](C)O)[C@@H]1Cc2cc3cc(O[C@H]4C[C@@H](O[C@H]5C[C@@H](O)[C@H](O)C(C)O5)[C@H](O)C(C)(O)O4)cc(O)c3c(O)c2C(=O)[C@H]1O[C@H]1C[C@@H](O[C@H]2C[C@@H](O[C@H]3C[C@@H](OC)[C@H](O)C(C)O3)[C@@H](O)C(C)O2)[C@H](O)C(C)O1 (stereo partly specified)	34.0	-29.7*	21.1	-42.4*	12.9	-17.6*	11.3	92.8	16.4
N[C@H]1CN(C(=O)c2cc3cc(Cl)c(F)c(F)c3[nH]2)C[C@@H]1O	102.7	x	99.0	115.5	102.0	94.2	107.5	106.3	104.7
COc1ccc(-c2nn(-c3ccc(NC(=O)c4cc(Cl)cc(Cl)c4)cc3)cc2-c2ccncc2)cc1Cl	68.6	98.4	88.6	46.9	38.3	87.6	8.2*	21.7	83.7
Clc1ccc(-c2nnc(-c3cccc4ccccc34)o2)cc1	93.0	87.6	112.0	100.8	96.4	83.5	89.3	80.1	83.6
CC(=O)CCc1ccccc1	112.9	97.2	100.7	101.5	111.0	94.7	100.8	116.2	97.0
Cc1oc(-c2ccccc2)nc1CN[C@@H]1C[C@@H]2C[C@H]([C@H]1C)C2(C)C	22.8	-29.8*	57.9	-69.3*	4.3*	30.8	7.3*	18.8	-30.0*
O=c1oc2c(cnc3ccccc32)cc1-c1ccc(F)cc1	113.7	96.2	106.5	115.4	110.0	108.1	114.3	93.6	97.7
Cc1cc2c(n1-c1ccccc1)CSc1cc(S(=O)(=O)c3ccccc3)c(=O)[nH]c1-2	99.4[100 µM]	105.8[100 µM]	89.6[100 µM]	119.7[100 µM]	105.4[100 µM]	102.0[100 µM]	118.4[100 µM]	113.5[100 µM]	88.6[100 µM]
C=CCn1c(SCC(=O)Nc2ccc(C(=O)/C=C/c3cccc([N+](=O)[O-])c3)cc2)nnc1-c1c[nH]c2ccccc12	98.7	74.2	91.2	110.0	101.7	78.9	98.4	91.7	94.1
COC(=O)C1=Nc2cc(OC)cc(OC)c2/C1=C\c1sc(N)nc1O	79.3	88.0	87.2	94.6	99.6	58.7	87.9	103.9	79.6
COc1cc(Cn2cc(CNC(=O)c3cccnc3Nc3ccc(F)cc3)nn2)cc(OC)c1	95.9	98.7	85.1	114.5	84.9	62.8	91.1	100.3	92.3
Brc1ccc(-c2cc(-c3ccccn3)[nH]n2)cc1	102.4	101.1	117.6	122.2	107.6	93.0	95.2	81.7	103.7
CCN(C(=O)Nc1cccc2ccccc12)c1ccccc1	107.3	98.1	102.0	105.1	114.6	100.4	102.5	90.8	98.3
Cc1cn2c(/C=C/C(=O)c3c(F)cccc3F)c(-c3ccc(Cl)cc3)nc2s1	90.4	88.0	88.2	107.7	79.2	68.6	86.3	83.4	105.2
COc1cc(-c2nn(-c3ccc(F)c(Cl)c3)cc2CO)ccc1O	90.9	108.4	98.9	106.3	98.2	77.7	92.9	99.2	96.1

Exported with bars between the fields: 11 of the compounds above
molecule | SW-620 | NCI-H226 | NCI-H322M | COLO 205 | NCI-H460 | NCI-H522 | HT29 | HCT-15 | NCI-H23
CO[C@H](C(=O)[C@@H](O)[C@@H](C)O)[C@@H]1Cc2cc3cc(O[C@H]4C[C@@H](O[C@H]5C[C@@H](O)[C@H](O)C(C)O5)[C@H](O)C(C)(O)O4)cc(O)c3c(O)c2C(=O)[C@H]1O[C@H]1C[C@@H](O[C@H]2C[C@@H](O[C@H]3C[C@@H](OC)[C@H](O)C(C)O3)[C@@H](O)C(C)O2)[C@H](O)C(C)O1 (stereo partly specified) | 34.0 | -29.7* | 21.1 | -42.4* | 12.9 | -17.6* | 11.3 | 92.8 | 16.4
N[C@H]1CN(C(=O)c2cc3cc(Cl)c(F)c(F)c3[nH]2)C[C@@H]1O | 102.7 | x | 99.0 | 115.5 | 102.0 | 94.2 | 107.5 | 106.3 | 104.7
COc1ccc(-c2nn(-c3ccc(NC(=O)c4cc(Cl)cc(Cl)c4)cc3)cc2-c2ccncc2)cc1Cl | 68.6 | 98.4 | 88.6 | 46.9 | 38.3 | 87.6 | 8.2* | 21.7 | 83.7
Clc1ccc(-c2nnc(-c3cccc4ccccc34)o2)cc1 | 93.0 | 87.6 | 112.0 | 100.8 | 96.4 | 83.5 | 89.3 | 80.1 | 83.6
CC(=O)CCc1ccccc1 | 112.9 | 97.2 | 100.7 | 101.5 | 111.0 | 94.7 | 100.8 | 116.2 | 97.0
Cc1oc(-c2ccccc2)nc1CN[C@@H]1C[C@@H]2C[C@H]([C@H]1C)C2(C)C | 22.8 | -29.8* | 57.9 | -69.3* | 4.3* | 30.8 | 7.3* | 18.8 | -30.0*
O=c1oc2c(cnc3ccccc32)cc1-c1ccc(F)cc1 | 113.7 | 96.2 | 106.5 | 115.4 | 110.0 | 108.1 | 114.3 | 93.6 | 97.7
Cc1cc2c(n1-c1ccccc1)CSc1cc(S(=O)(=O)c3ccccc3)c(=O)[nH]c1-2 | 99.4[100 µM] | 105.8[100 µM] | 89.6[100 µM] | 119.7[100 µM] | 105.4[100 µM] | 102.0[100 µM] | 118.4[100 µM] | 113.5[100 µM] | 88.6[100 µM]
C=CCn1c(SCC(=O)Nc2ccc(C(=O)/C=C/c3cccc([N+](=O)[O-])c3)cc2)nnc1-c1c[nH]c2ccccc12 | 98.7 | 74.2 | 91.2 | 110.0 | 101.7 | 78.9 | 98.4 | 91.7 | 94.1
COC(=O)C1=Nc2cc(OC)cc(OC)c2/C1=C\c1sc(N)nc1O | 79.3 | 88.0 | 87.2 | 94.6 | 99.6 | 58.7 | 87.9 | 103.9 | 79.6
COc1cc(Cn2cc(CNC(=O)c3cccnc3Nc3ccc(F)cc3)nn2)cc(OC)c1 | 95.9 | 98.7 | 85.1 | 114.5 | 84.9 | 62.8 | 91.1 | 100.3 | 92.3

(listing goes on)
SMILES	SW-620	NCI-H226	NCI-H322M	COLO 205	NCI-H460	NCI-H522	HT29	HCT-15	NCI-H23
CCN(CC)c1ccc(C(NCC2CCCCO2)C(Cl)(Cl)Cl)cc1 (stereo unspecified)	101.9	93.7	112.2	109.5	x	114.7	103.6	98.8	101.6
O=C(CO)Nc1ccccc1	106.0	95.2	108.6	109.3	114.8	124.7	102.4	98.4	105.7
O=C(NC(=S)N1CCN(c2ncnc3c2cnn3-c2ccccc2)CC1)c1ccc(F)cc1	76.6	84.9	75.8	90.4	43.8	57.6	78.0	49.9	77.5
O=C(O)c1cc[n+]([O-])cc1	114.0	100.2	x	104.8	113.2	93.9	108.1	102.3	92.6
CC(=O)N[C@@H](CC(C)C)C(=O)O	105.8	104.8	101.6	109.9	111.8	107.7	106.3	101.3	107.4
O=C(CSc1nnc2n3c(nn12)SCC(c1ccccc1)=N3)c1ccc(C(F)(F)F)cc1	103.7	105.1	97.9	117.5	103.4	99.9	109.8	104.2	99.1
CS(=O)(=O)c1ccc(C(=O)N2N=C(c3ccccc3)CC2c2ccccc2O)cc1 (stereo unspecified)	92.9	85.1	51.6	80.1	46.5	45.3	79.9	44.3	87.8
COc1ccc(C(=S)c2ccc(OC)cc2)cc1	96.9	x	95.4	118.8	101.8	92.1	109.4	100.5	101.4
COc1ccc2cc(-c3csc(Nc4cccc5ccccc45)n3)c(=O)oc2c1	99.9	71.9	88.8	94.2	95.9	88.2	104.9	93.4	88.3
O=C(CNC1CCCCC1)Nc1ccc(-c2nc3ccccc3s2)cc1	100.4	80.3	91.7	95.4	91.3	95.5	62.3	62.9	76.2
COc1ccccc1NS(=O)(=O)c1ccc(C)cc1	98.7	99.1	99.5	116.6	108.6	94.7	97.6	104.5	98.3
COc1ccc(C(c2c(O)c3cc(C)ccc3[nH]c2=O)c2c(O)c3cc(C)ccc3[nH]c2=O)cc1	100.7	75.8	93.8	115.0	99.5	85.2	112.5	97.1	86.1
COc1cccc(C(=O)Nc2cccc(-c3cc(=O)c4ccccc4o3)c2)c1	80.9	x	78.4	102.7	35.0	43.9	80.7	78.3	64.7
CSc1nc2c(c(=O)n1C)CN(Cc1ccccc1)C=N2	98.7	106.0	126.8	107.9	114.3	95.8	117.7	105.7	90.5
CCOc1nc(-c2ccccc2)cc2c(O)c(-c3nnco3)[nH]c(=O)c12	32.2	64.2	65.3	72.2	28.2	5.8*	69.0	23.5	63.1
O=C1C(Nc2ccc(Cl)cc2)=C(I)C(=O)c2ncccc21	-27.0*	88.4	64.3	-45.9*	17.5	-58.7*	43.1	-40.4*	9.7*
CCCCOc1nc2ccccc2cc1/C=C/c1cc(/C=C/c2cc3ccccc3nc2OCCCC)n(-c2ccccc2)n1	101.0	95.5	94.9	99.6	103.2	85.8	93.5	116.2	103.2
Cc1cc2c(=O)cc(-c3ccccc3)oc2c(C(=O)O)c1C	107.0	105.9	102.9	103.3	105.6	x	95.5	102.3	100.8
O=C(O)c1cc(S(=O)(=O)O)cc([N+](=O)[O-])c1O	100.4	102.0	x	110.3	102.8	90.7	99.1	108.3	98.3
COc1ccc(-c2nc(Sc3nc4c(c(=O)n(C)c(=O)n4C)n3Cc3ccc(F)cc3)[nH]c(=O)c2C#N)cc1	93.3	87.5	105.7	106.3	100.1	92.2	105.3	101.3	88.4
COc1cccc(-c2nc(-c3ccc(NC(=O)c4ccccc4)cc3)[nH]c2-c2ccnc(Br)c2)c1	30.8	47.0	41.2	16.7	19.1	16.2	10.2	-0.9*	27.9
COc1ccc(CC(=O)OCCCl)cc1	103.8	108.3	115.2	111.3	104.1	93.6	102.7	100.6	100.6
COc1ccc(-c2nc3sccn3c2/C=C/C(=O)c2cc(F)cc(F)c2)cc1	53.9	80.5	123.4	68.3	88.4	48.6	65.2	x	76.3
Nc1ccccc1SC1CC(=O)N(c2cccc3ccccc23)C1=O (stereo unspecified)	94.4	83.6	97.0	104.5	99.3	x	106.4	99.0	100.9
O=C(Nc1ccccc1)Nc1ncnc2c1ncn2-c1cccc(Cl)c1	100.0	91.5	96.4	108.3	105.8	89.6	91.2	99.6	105.6
O=[N+]([O-])CC1(O)CCCCC1	114.0	108.4	113.7	111.7	110.9	115.6	x	102.6	112.3
COc1ccc(NC(=O)CSc2nnc(-c3ccc4nc(-c5ccc(Cl)cc5)[nH]c4c3)o2)cc1	2.0*	80.3	45.8	96.8	10.7	22.6	34.6	29.9	-9.5*
Cc1ccc(C2SCC(=O)N2NC(=O)C(O)(c2ccccc2)c2ccccc2)cc1 (stereo unspecified)	102.1	97.2	93.4	105.9	136.8	91.7	86.4	99.8	95.1
Clc1cncc(Nc2ncnc3ccc(-c4cccc(-c5nn[nH]n5)c4)cc23)c1	97.4	93.1	100.3	109.8	106.9	105.8	115.3	99.3	98.9
Cc1ncc(C[n+]2csc([C@H](O)CO)c2C)c(N)n1	110.9	87.3	100.8	112.0	110.8	86.2	100.2	103.0	106.1
Cc1nnc(NCc2cc(Cl)cc(Cl)c2O)nc1C	113.4	98.4	104.8	126.7	99.9	81.9	103.3	89.4	96.0
Cc1ccnc(NS(=O)(=O)c2ccc(N=Nc3c(N)[nH]c(=O)[nH]c3=O)cc2)n1	104.6	96.3	88.9	111.1	109.3	89.1	98.2	102.3	101.3
C1CCc2c(-c3n[nH]c4c3CCCC4)n[nH]c2C1	101.9	101.2	104.7	119.7	102.3	90.4	109.4	109.7	102.5
CS(=O)(=O)c1ccc(Nc2nc(N3CCC(O)CC3)nc3cc[nH]c(=O)c23)cc1	45.9	57.5	120.2	60.0	58.2	73.1	46.6	62.7	82.4
Cc1cc(C)c(O)c(C(C)(C)C)c1	100.3	92.2	101.7	96.2	101.6	92.8	99.5	110.0	89.4
O=C(Nc1ncc(Cc2ccccc2)s1)C1=NCCCCN1	101.7	102.3	101.0	113.7	106.0	86.9	107.4	101.5	101.2
Cc1cc(C(=O)Nc2ncnc3nc[nH]c23)no1	96.1	92.3	90.6	104.1	106.3	94.3	103.1	102.3	101.3
O=C(O)c1ccccc1-c1ccccc1	103.3	106.7	111.1	111.8	105.5	106.4	97.5	96.2	103.4
COc1ccc(-n2nc(C)c(N=Nc3ccccc3)c2C)cc1	82.5	99.8	81.0	83.7	84.8	57.1	75.4	69.2	91.9
CC(/C=C1\SC(=S)N(CC(=O)NC(Cc2ccccc2)C(=O)O)C1=O)=C\c1ccccc1 (stereo unspecified)	110.2	95.7	106.1	111.9	106.9	91.9	108.2	104.9	95.7
CC(=O)NC1C(Nc2ccc(S(=O)(=O)Nc3ncccn3)cc2)OC(CO)C(O)C1O (stereo unspecified)	100.9	111.5	90.9	121.4	x	86.0	95.9	100.8	97.3
C/C(=N\NC(=O)c1ccncc1)c1cccc(Cl)c1	110.0	105.4	94.8	x	114.9	100.3	106.0	104.3	106.3
CC(=O)CCCCCCCCCCC1CCC(O)C1O (stereo unspecified)	126.2	105.7	113.2	117.2	118.2	96.8	89.8	101.1	98.1
COc1ccc2c(c1)C1=NN(C(C)=O)C(c3cc(OC)c(OC)c(OC)c3)C1CC2 (stereo unspecified)	98.1	95.0	94.4	106.0	102.4	73.9	97.6	87.5	83.9
CCOC(=O)CC(CC(=O)OCC)(C(=O)OCC)C(=O)OCC	100.3	98.8	111.3	110.9	100.2	94.5	98.4	99.5	105.0
O=C(O)C(=Cc1ccc(-c2ccccc2)cc1)C(=O)O	102.2	93.8	117.1	102.6	109.5	104.9	112.6	94.2	106.1
Cc1ccc(C(=O)c2ccc(CC(=O)O)n2C)cc1	102.7	103.6	94.7	109.8	112.9	94.4	104.0	105.2	109.2
